Source: PubChem (several laboratories)
PKA-R1A activ: activators of PKA-R1A complex; activation, % at 11.4 µM; P00514+P68181; 340,000 compounds, 0.083% hits; PKA-R1A dissociation, Cy5-IP20 fluorescence polarization; scaled: DMSO 0%, 113 µM cGMP 100%; AID 504707;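 active = percent activation above the mean of all tested compounds plus 3 SD, cut at about 19% in these data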;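 note: higher means more PKAc released from R1A so a rise in polarization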
HTR5A inv ag: inverse agonist of human HTR5A in OPRM1-OPRD1 counter-screen. AID 504634. inhibition, % at 9.3 µM. 340,000 compounds, 0.083% hits. HTR5A cell line, luminescence, inverse agonism. P47898; in the data active = inhibition mostly above about 23%, no sharp cut-off; inactive = mostly below about 18%;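 note: 0% = cells with DMSO and 100% = no-cell wells with DMSO; some compounds called inactive have numbers as strong as hits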
DAGLB inh: blocks human DAGLB lipase activity. Q8NCG7. HEK293T DAGLB membrane lysate, EnzChek fluorogenic substrate. inhibition, % at 5.17 µM. 340,000 compounds, 0.059% hits; in the data active = inhibition above about 34%;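 note: 0% = enzyme with vehicle and 100% = wells lacking enzyme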
PKA-R2B activ: activators of human PKA-R2B complex. P22694+P31323. AID 504700. 340,000 compounds, 0.079% hits. activation, % at 11.4 µM. PKA-R2B holoenzyme dissociation, Cy5-IP20 fluorescence polarization; R2B truncated from residue 108, S112A mutant; 0% DMSO only, 100% 113 µM cGMP;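 active = activation above a cutoff set at the mean over all compounds plus 3 SD, cut at about 18% in these data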;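 note: higher means more holoenzyme dissociation and a rise in polarization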
OPRM1-OPRD1 inv: inverse agonists of human mu-delta opioid receptor heterodimerization; P35372+P41143; cell-based MOR-DOR heterodimer luminescence, inverse agonism; inhibition, % at 9.3 µM; 340,000 compounds, 0.21% hits; in the data active = inhibition above about 22%, passing the limit was not always enough;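 note: 0% = cells with DMSO and 100% = wells without cells with DMSO; values of inactives mirror those of a sister screen read the other way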
Target sequence (P35372 whole entry, looked up): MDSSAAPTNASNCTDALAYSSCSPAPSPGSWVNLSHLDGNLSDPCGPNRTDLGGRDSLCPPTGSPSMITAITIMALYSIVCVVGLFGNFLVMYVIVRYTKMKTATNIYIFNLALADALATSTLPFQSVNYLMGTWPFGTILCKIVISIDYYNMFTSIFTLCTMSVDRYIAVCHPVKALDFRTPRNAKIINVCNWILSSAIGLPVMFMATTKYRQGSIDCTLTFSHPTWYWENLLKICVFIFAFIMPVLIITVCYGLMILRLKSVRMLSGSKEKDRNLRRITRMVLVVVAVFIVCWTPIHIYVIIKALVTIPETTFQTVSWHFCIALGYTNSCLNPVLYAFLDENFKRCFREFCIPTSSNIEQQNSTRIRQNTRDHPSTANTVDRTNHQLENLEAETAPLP
Target sequence (P41143 whole entry, looked up): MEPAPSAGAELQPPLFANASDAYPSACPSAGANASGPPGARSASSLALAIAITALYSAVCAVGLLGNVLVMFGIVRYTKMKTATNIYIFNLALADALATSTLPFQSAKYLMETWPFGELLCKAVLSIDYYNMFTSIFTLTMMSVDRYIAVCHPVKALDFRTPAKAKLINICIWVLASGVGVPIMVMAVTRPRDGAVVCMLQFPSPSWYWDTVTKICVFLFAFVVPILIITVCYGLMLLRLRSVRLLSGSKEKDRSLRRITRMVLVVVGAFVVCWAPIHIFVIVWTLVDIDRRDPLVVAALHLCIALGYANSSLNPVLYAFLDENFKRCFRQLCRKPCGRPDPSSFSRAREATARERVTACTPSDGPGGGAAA
V-ATPase pH: alters yeast V-ATPase proton transport; S. cerevisiae, pHLuorin cytosolic pH fluorescence; response, % at 10 µM; 350,000 compounds, 0.37% hits; AID 504577; in the data active = response mostly above about 7.3%, no sharp cut-off; inactive = mostly below about 5.4%; note: actives read high; inactives centre near 0; some compounds called inactive have numbers as strong as hits; reference of the scale not given here
Arrestin-AP2 inh: inhibitors of human beta-arrestin and AP2 interaction. FITC-arrestin peptide / GST-AP2 beads, flow cytometry; AP2 beta2 appendage carries R879A mutation. inhibition, % at 10 µM. 340,000 compounds, 0.31% hits. AID 504490;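 active = inhibition above a set limit, near 3 SD of compounds lacking own fluorescence, cut at about 54% in these data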;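 note: plate controls were DMSO wells for no effect and 5 µM unlabelled arrestin peptide for full effect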
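system = GST-tagged AP2 beta2-adaptin appendage (R879A) on 4 µm glutathione beads | reagent = FITC-labelled arrestin peptide probe, 50 nM final | schedule = compound with beads 12 min RT, then probe 1 h RT | signal = HyperCyt-sampled flow cytometry, FL1 channel, ex 488/em 535 nm | read-out = percent response from loss of bead-bound FITC fluorescence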
MOR-DOR ag: agonists of human mu-delta opioid receptor heterodimerization | activation, % at 9.3 µM | cells, OPRM1-OPRD1 heterodimerization, luminescence | 340,000 compounds, 0.3% hits | P35372+P41143; in the data active = activation above about 18%;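 note: 0% = vehicle-treated cells and 100% = reference agonist; values of inactives mirror those of a sister screen read the other way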
DSG3 Ab inh: blocks pemphigus antibody binding to human desmoglein-3; 310,000 compounds, 0.48% hits; DSG3-coupled beads, scFv-anti-DSG3-GFP binding, flow cytometry; active compounds read low; binding (percent of control), % at 10 µM; P32926;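 active = binding more than 3 SD below its plate's average and above zero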;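 note: hits lower antibody fragment binding to DSG3; some compounds called inactive have numbers as strong as hits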
HTR5A ag ctr: counter-screen for OPRM1-OPRD1 agonists: human HTR5A agonism; P47898; HTR5A agonist assay, luminescence, cell-based; activation, % at 9.3 µM; 340,000 compounds, 0.61% hits; in the data active = activation mostly above about 9.5%, no sharp cut-off; inactive = mostly below about 7.6%;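 note: 0% = cells with vehicle only and 100% = reference agonist; strong numbers were not always called active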
* = called active by the depositor; nt = no result given. Rows are unselected; about 2.4% have a hit in one of these screens.

SMILES	PKA-R1A activ	HTR5A inv ag	DAGLB inh	PKA-R2B activ	OPRM1-OPRD1 inv	V-ATPase pH	Arrestin-AP2 inh	MOR-DOR ag	DSG3 Ab inh	HTR5A ag ctr
Cc1ccc(C(=O)NCC(=O)OCc2c(F)cccc2Cl)cc1	-5	5	-3	5	-4	-2	-5	0.7	107	-2
O=C(CNC(=O)c1ccccc1F)NNC(=O)c1ccccc1O	-16	-6	2	-7	-1	-4	1	0.1	102	2
COC(=O)C1C(c2ccc(Br)cc2)Nc2nnc(C(F)(F)F)n2C1(C)O (configuration not stated)	11	5	-3	-4	4	0	0	-0.9	111	5
O=S(=O)(Cc1ccccc1)Nc1cccc(F)c1	-3	-9	0	-2	14	1	0	-2.9	113	3
COC(=O)[C@@]1(C)[C@H]2C(=O)N(C)C(=O)[C@H]2[C@H]2CN=C(SCc3ccc(Cl)cc3)N21	-4	5	0	-1	17	1	13	-3.5	102	-1
Cc1ccc(-n2c(-c3ccco3)nc3c(cnn3-c3ccccc3C)c2=O)cc1	-3	-9	-6	0	9	4	0	-1.5	98	3
Cc1ccc(C2=NC(=O)/C(=C/c3cc(O)c(O)c(Br)c3)S2)cc1	5	15	14	-2	6	-2	11	-1.1	103	5
CC(C)CC(=O)NC(=S)Nc1ccccc1F	1	7	-7	0	14	5	5	-2.3	nt	-1
CC(=O)c1nc(N2C(=O)C3CC=C(C)CC3C2=O)sc1C (configuration not stated)	-7	2	-2	-7	8	-2	-8	-1.4	96	-2
COc1ccccc1N1CC(C(=O)Nc2ccc3c(c2)OCO3)CC1=O (configuration not stated)	-2	16	-2	-1	15	-1	-5	-2.5	106	-6
CCCCC(c1nnnn1CC1CCCO1)N1CCN(c2ccccc2)CC1 (configuration not stated)	11	-22	3	0	12	0	19	-2.4	97	4
Cc1ccc(NC(=O)c2ccc(OCc3c(C)noc3C)cc2)cc1C	0	-6	-3	-1	-12	0	26	3.2	97	2
COc1ccc(N(C(=O)c2cccnc2)S(=O)(=O)c2ccc(OC)c(OC)c2)cc1	-2	-17	0	3	10	2	0	-1.9	104	6
O=C(c1ccccc1F)N1CCCC(C(=O)N2CCN(c3ccccc3)CC2)C1 (configuration not stated)	-3	20	-2	-10	2	-4	6	-0.4	112	4
Cc1ccc(C(=O)Cn2ncsc2=N)cc1	8	8	-4	0	5	-4	30	-0.9	99	4
Cc1nc(NC(=O)CCC(=O)O)sc1C(=O)N(C)C	1	-31	2	-3	17	-4	10	-3.6	97	13
C=CCNC(=O)Nc1ccc(Br)cc1Cl	-5	11	-1	-5	-7	2	-6	1.0	107	5
CC(CCN1CCN(c2ccccc2)CC1)c1ccccc1 (configuration not stated)	-3	19	-9	-11	-13	-4	7	2.3	107	4
Cc1ccc(C2CC(=O)C(C=NCCN3CCN(CC(=O)Nc4cc(C)cc(C)c4)CC3)=C(O)C2)cc1 (configuration not stated)	-1	13	1	-7	23	1	8	-4.6	86	5
C(=C\c1ccncc1)/c1ccccc1	-8	-10	-32	6	7	18*	-2	-1.3	105	0
CC(C)CN(C(=O)CCc1ccccc1Cl)c1c(N)n(Cc2ccccc2)c(=O)[nH]c1=O	-16	5	12	-22	10	-1	6	-1.4	98	-2
CSc1cccc(NC(=O)c2cc(S(=O)(=O)N3CCCCC3)c[nH]2)c1	8	-19	-4	3	-5	1	5	0.9	108	7
CCOCCCNC(=O)c1ccc(OC2CCN(C(C)=O)CC2)c(OC)c1	-3	-9	-1	-2	10	-1	18	-1.9	109	-5
Cc1onc(-c2ccccc2Cl)c1C(=O)OCC(=O)Nc1cccc(S(=O)(=O)N2CCOCC2)c1	-3	-11	0	-12	1	-1	-3	-0.2	101	6
Cc1cc(NC(=O)CSc2nnc(NCc3ccccc3)s2)no1	7	-22	0	3	12	-4	-8	-2.4	91	1

(continued)
SMILES	PKA-R1A activ	HTR5A inv ag	DAGLB inh	PKA-R2B activ	OPRM1-OPRD1 inv	V-ATPase pH	Arrestin-AP2 inh	MOR-DOR ag	DSG3 Ab inh	HTR5A ag ctr
COc1ccc(-c2nc(C3CCCCC3)no2)cc1OC	-1	-8	-5	5	-25	3	2	4.7	111	-2
N#CCc1nn(-c2ccccc2)c(N)c1C#N	12	-5	-1	3	0	-1	6	-0.1	102	6
Cc1ccc(OCC(=O)NC(=S)Nc2cccc(NC(=O)c3ccccc3Cl)c2)cc1	-2	-5	-3	5	15	3	-2	-2.9	94	-2
CCc1ccccc1NS(=O)(=O)c1cc(C)ccc1OC	16	17	0	-9	10	0	-10	-2.1	105	2
CCOC(=O)c1ccc(NC(=O)CCC2COc3ccccc3O2)cc1 (configuration not stated)	1	18	-12	-3	-20	2	-3	3.6	122	-1
Cn1cccc1C(=O)NC1CCCCC1	-6	1	0	-6	10	-1	6	-1.6	89	-5
C/C(=N\NC(=O)c1ccccc1N)c1ccc(NC(=O)Cc2ccccc2)cc1	-6	2	-2	2	6	0	7	-1.0	nt	0
COc1ccc(C(=O)Nc2cc(C)on2)c(OC)c1	-2	-1	-4	-7	13	2	6	-2.8	96	0
Cc1ccccc1N(CC(=O)Nc1ccccc1C(=O)O)S(C)(=O)=O	-15	-1	2	-5	14	4	1	-2.6	nt	-2
Cc1cccc(N(CC(=O)Nc2c(C)n(C)n(-c3ccccc3)c2=O)S(C)(=O)=O)c1C	-2	-30	-4	0	1	2	11	-0.2	108	12
CSc1ccccc1NC(=O)c1ccccc1	7	-3	-4	9	-4	2	-3	0.8	100	1
O=c1c([N+](=O)[O-])c(N2CCCCCC2)c2ccccc2n1-c1ccccc1	2	0	2	1	9	-2	3	-1.5	102	-6
O=C(O)CCc1ccc(-c2ccc(Cl)cc2)o1	-9	-16	1	-7	13	-2	20	-2.5	nt	5
COc1ccc(CNC(=O)Cn2nc(C)n3cccc3c2=O)cc1	1	12	2	-3	-6	4	21	1.2	94	2
Cc1ccc(NC(=O)NCc2ccc3[nH]c(C)cc3c2)cc1	7	-13	3	-9	11	-1	43	-2.2	87*	5
Cc1ccc(NC(=O)CN(C)C(=O)CSc2nc3ccccc3c(=O)n2CCO)cc1	0	14	2	-6	17	-4	13	-3.5	99	-3
COc1ccc(-c2cc(C(=O)Nc3c(F)cc(F)cc3Br)no2)cc1	1	-1	-4	11	16	-4	5	-3.5	106	0
CCCCc1ccc(S(=O)(=O)NCCCN2CCCC2=O)cc1	-1	1	2	-2	2	-1	-1	-0.4	115	-2
O=C(O)C1CC(O)CN1S(=O)(=O)c1cccs1 (configuration not stated)	-14	-30	1	-12	20	-1	-3	-4.0	nt	0
Nc1nnc(CC(=O)N/N=C/c2ccc(-c3ccccc3Cl)o2)s1	0	-21	3	-5	-3	2	2	0.4	89	6
NS(=O)(=O)c1cc(C(=O)OCC(=O)N2CCc3ccccc3C2)ccc1Cl	-10	14	0	1	19	1	1	-5.0	100	-3
COc1ccc(C(=O)COC(=O)c2ccc3c(c2)OCO3)c(OC)c1	5	15	-3	-5	6	7	-2	-1.2	99	-4
CCOC(=O)[C@H]1[C@H]2COc3ccc(OC)cc3[C@H]2N2C(=O)CNC(=O)[C@@]12C	-7	-5	0	-2	7	2	6	-1.1	107	-4
O=C(COC(=O)CN1C(=O)c2ccccc2C1=O)NC1CCCCC1	-7	-19	-1	-17	13	0	-2	-2.4	102	7
CS(=O)(=O)N1CCN(c2ncnc3c2cnn3-c2ccccc2)CC1	-4	-18	1	-1	-8	9	28	1.5	124	-1

The results go on.
SMILES	PKA-R1A activ	HTR5A inv ag	DAGLB inh	PKA-R2B activ	OPRM1-OPRD1 inv	V-ATPase pH	Arrestin-AP2 inh	MOR-DOR ag	DSG3 Ab inh	HTR5A ag ctr
Cc1onc(-c2ccccc2)c1C(=O)OCCOc1ccc([N+](=O)[O-])cc1[N+](=O)[O-]	6	-9	0	0	-16	-2	3	3.5	102	2
O=C(OCc1cc(=O)n2c(n1)sc1ccccc12)c1cccc(O)c1	-9	8	-2	6	-20	-1	10	4.5	100	-3
CC(C)(C)c1nc(S(=O)(=O)c2ccc(Cl)cc2)c(N2CCOCC2)o1	1	3	-1	-9	12	-4	8	-2.4	117	-2
CCOc1ccc(OCc2ccc(C(=O)O)o2)cc1	-3	-19	1	6	11	-2	5	-2.0	105	2
Cc1ccc(NC2=CC(=O)OC(C)C2)cc1 (configuration not stated)	-11	2	0	-4	13	-2	6	-2.2	103	2
CC(=O)c1c(C)[nH]c(C(=O)Nc2ccc(Cl)cc2)c1C	2	1	-2	10	-17	0	-1	3.1	113	0
Cc1cccc(C)c1NC(=O)CN(C)C(=O)CCc1nc2sc3c(c2c(=O)[nH]1)CCCC3	-5	-10	4	11	8	1	-6	-1.8	nt	4

An excerpt from the list above, as a working copy:
SMILES	PKA-R1A activ	HTR5A inv ag	DAGLB inh	PKA-R2B activ	OPRM1-OPRD1 inv	V-ATPase pH	Arrestin-AP2 inh	MOR-DOR ag	DSG3 Ab inh	HTR5A ag ctr
O=C(O)C1CC(O)CN1S(=O)(=O)c1cccs1 (configuration not stated)	-14	-30	1	-12	20	-1	-3	-4.0	nt	0
Nc1nnc(CC(=O)N/N=C/c2ccc(-c3ccccc3Cl)o2)s1	0	-21	3	-5	-3	2	2	0.4	89	6
NS(=O)(=O)c1cc(C(=O)OCC(=O)N2CCc3ccccc3C2)ccc1Cl	-10	14	0	1	19	1	1	-5.0	100	-3
COc1ccc(C(=O)COC(=O)c2ccc3c(c2)OCO3)c(OC)c1	5	15	-3	-5	6	7	-2	-1.2	99	-4
CCOC(=O)[C@H]1[C@H]2COc3ccc(OC)cc3[C@H]2N2C(=O)CNC(=O)[C@@]12C	-7	-5	0	-2	7	2	6	-1.1	107	-4
O=C(COC(=O)CN1C(=O)c2ccccc2C1=O)NC1CCCCC1	-7	-19	-1	-17	13	0	-2	-2.4	102	7
CS(=O)(=O)N1CCN(c2ncnc3c2cnn3-c2ccccc2)CC1	-4	-18	1	-1	-8	9	28	1.5	124	-1
Cc1onc(-c2ccccc2)c1C(=O)OCCOc1ccc([N+](=O)[O-])cc1[N+](=O)[O-]	6	-9	0	0	-16	-2	3	3.5	102	2
O=C(OCc1cc(=O)n2c(n1)sc1ccccc12)c1cccc(O)c1	-9	8	-2	6	-20	-1	10	4.5	100	-3
CC(C)(C)c1nc(S(=O)(=O)c2ccc(Cl)cc2)c(N2CCOCC2)o1	1	3	-1	-9	12	-4	8	-2.4	117	-2
CCOc1ccc(OCc2ccc(C(=O)O)o2)cc1	-3	-19	1	6	11	-2	5	-2.0	105	2
